TDP1 inh: blocks human tyrosyl-DNA phosphodiesterase 1; Q9NUW8; recombinant TDP1, AlphaScreen DNA substrate cleavage; Potency, µM (series often up to 130 µM), without a hit: top-dose activity change, negative = inhibition, hits mostly inhibitors; 350,000 tested, 0.28% active; AID 485290; also: nearly all actives have a fitted effect of over 40% in size
Target sequence (Q9NUW8 whole entry, looked up): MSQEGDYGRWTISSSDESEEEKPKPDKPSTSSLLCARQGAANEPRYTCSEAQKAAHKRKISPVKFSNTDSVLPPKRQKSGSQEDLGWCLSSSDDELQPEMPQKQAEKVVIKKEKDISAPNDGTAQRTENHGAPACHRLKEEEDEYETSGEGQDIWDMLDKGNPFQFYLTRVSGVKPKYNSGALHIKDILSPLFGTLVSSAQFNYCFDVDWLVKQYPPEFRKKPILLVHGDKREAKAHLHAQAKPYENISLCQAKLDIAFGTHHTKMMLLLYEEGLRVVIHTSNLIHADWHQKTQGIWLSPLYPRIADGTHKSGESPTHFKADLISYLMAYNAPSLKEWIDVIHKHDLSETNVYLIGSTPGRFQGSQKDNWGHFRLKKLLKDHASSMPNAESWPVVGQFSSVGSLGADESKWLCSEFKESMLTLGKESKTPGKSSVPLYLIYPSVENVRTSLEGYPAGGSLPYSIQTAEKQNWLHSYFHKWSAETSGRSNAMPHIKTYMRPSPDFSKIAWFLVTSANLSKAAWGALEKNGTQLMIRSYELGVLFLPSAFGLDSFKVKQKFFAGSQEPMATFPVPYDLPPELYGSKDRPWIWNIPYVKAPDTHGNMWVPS
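Recombinant E. coli-expressed Tdp1 (1 nM) preincubated with compound 15 min at RT, then 5'-biotin/3'-phosphotyrosine-FITC DNA substrate (15 nM) added for 5 min. AlphaScreen beads (10 ug/ml) added, 10 min RT; tyrosine-FITC cleavage read as signal loss.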
N370S GC mod: N370S glucocerebrosidase modulation, Gaucher chaperone candidate. N370S GC spleen homogenate, 4MU-glucoside fluorescence. Potency, µM (titrated, usually from 59.4 µM), inactives show at the top dose activity change, negative = inhibition, hits mostly inhibitors. 330,000 tested, 0.092% active. P04062;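 also: 0% = full enzyme activity and -100% = no enzyme basal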
FEN1 inhibitor: human FEN1 inhibition; Potency, µM (series often up to 114 µM), inactives show top-dose activity change, negative = inhibition, most hits filed as inhibitors; Recombinant FEN1 flap cleavage, fluorescence, 15 min; 390,000 tested, 0.35% active; AID 588795; P39748; also: nearly all actives have a fitted effect of over 65% in size
Target sequence (P39748 whole entry, looked up): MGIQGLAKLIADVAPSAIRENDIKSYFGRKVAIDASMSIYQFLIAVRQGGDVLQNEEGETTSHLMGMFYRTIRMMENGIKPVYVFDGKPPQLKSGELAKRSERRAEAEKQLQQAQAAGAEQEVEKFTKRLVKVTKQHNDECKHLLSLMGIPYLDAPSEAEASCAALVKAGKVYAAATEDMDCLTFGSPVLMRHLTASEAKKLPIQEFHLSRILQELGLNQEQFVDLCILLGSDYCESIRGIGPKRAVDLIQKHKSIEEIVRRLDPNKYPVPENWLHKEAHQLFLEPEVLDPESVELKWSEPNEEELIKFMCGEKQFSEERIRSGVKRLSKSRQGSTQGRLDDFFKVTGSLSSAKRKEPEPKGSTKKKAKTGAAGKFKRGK
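In this screen, 50 nM flap DNA substrate was added to 10 nM FEN1 pretreated with compound for 15 min at room temperature; cleavage was followed with reads at 0 and 15 min, and Hill fitting gave concentration–response parameters.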
* hit, by the source's call; ? = inconclusive; nt = no result given; & = joins results of further samples; [ ] = dose if it differs, or a comment. Calls follow the shape of the dose curve; as a rule, active = well fitted curve in the direction sought with a large enough effect; inconclusive = small, poorly fitted or top-dose-only effect, or another doubt; inactive = no such curve, though single readings can be large; an effect the other way counts as inactive or inconclusive. Unless noted, % is scaled to controls: 0 for no effect and ±100 for the full control effect; potency is read from the fitted curve at half-maximal effect. Compounds were not picked by outcome, and some 0.53% of all compounds hit somewhere here.

SMILES	TDP1 inh	N370S GC mod	FEN1 inhibitor
COc1ccc(OC)c(CNC(=O)c2ccc(NC(=O)c3nsc4ccccc34)cc2)c1	-3%	nt	-14%
Cc1ccc(C(=O)NCc2n[nH]c(=S)n2-c2ccccc2)cc1[N+](=O)[O-]	1%	-11%	14%
Nc1nnc(SCC(=O)Nc2cc(S(=O)(=O)N3CCOCC3)ccc2N2CCCC2)s1	1%	nt	-2%
Cc1ccc(-n2nnc(-c3nc(-c4cccs4)no3)c2N)cc1C	3%	nt	13%
COc1ccc(-c2noc(-c3ccc(N4CCN(C)CC4)c([N+](=O)[O-])c3)n2)cc1OC	3%	nt	-8%
COc1cc(/C=C/c2nc3cc(Cl)ccc3c(=O)n2-c2cccc(C(F)(F)F)c2)cc(OC)c1OC	-3%	nt	1%
Cc1cccc(C(=O)OCC(=O)N2CCCC2=O)c1O	0%	nt	2%
CCN1CCN(c2c(C(=O)c3ccc(OC)cc3)cnc3ccccc23)CC1	-2%	-9%	4%
COc1cc(/C=C2\SC(=Nc3ccc(N4CCOCC4)cc3)N(C)C2=O)ccc1OC(C)C(=O)O (stereo unspecified)	3%	-12%	1%
Cc1ccc(/C=C2\SC(=S)N(CCC(=O)NNC(=O)c3ccccc3O)C2=O)cc1	-3%	0%	-2%
CCCCNC(=O)Nc1ccc(Br)cn1	2%	11%	-4%
COc1ccc(Cl)cc1C(=O)NNC(=O)COC(=O)CCN=C1NS(=O)(=O)c2ccccc21	nt	-14%	-3%
CCCC(c1nnnn1Cc1ccc(F)cc1)N1CCN(C2CCCCC2)CC1 (stereo unspecified)	-2%	-25%	5%
CC(=O)N1CSCC1C(=O)NNS(=O)(=O)c1ccccc1 (stereo unspecified)	5%	2%	1%
COc1ccc(S(=O)(=O)N(CC(N)=O)C2CCCCC2)cc1Cl	5%	4%	-4%
O=C(CNC(=O)c1ccc(Br)o1)NNC(=O)c1ccccc1F	0%	-20%	1%
Cc1cccc(NC(=O)CSc2nncn2C)c1	1%	nt	-7%
O=c1c(Cc2c(F)cccc2Cl)c(O)ccn1CC1CCCO1 (stereo unspecified)	3%	4%	-16%
CCN(CC)Cc1c(O)ccc2c(=O)c(-c3ccc(Cl)cc3)coc12	nt	-4%	15%
Cn1cccc1C(=O)OCC(=O)Nc1cc(C(C)(C)C)nn1-c1ccccc1	7%	24%	13%
CCN(CC(=O)Nc1ccc(NC(C)=O)cc1)CC(=O)Nc1ccc(F)c(Cl)c1	8%	2%	-9%
COc1ccc2c(=O)c3c(=O)n(-c4ccc(C)cc4)c(-c4ccccc4)nc3oc2c1	0%	-2%	nt
CCCCOc1ccc(-c2nnc(-c3ccncc3)o2)cc1	5%	-10%	-13%
CCN(CCn1cccn1)Cc1cn[nH]c1-c1ccc(OC)cc1F	0%	-1%	4%
O=C(/C=C/c1ccc(F)cc1)N1CCc2ccccc2C1	-3%	nt	11%
CNc1ccc2nnc(C(F)(F)C(F)(F)C(F)(F)F)n2n1	5%	3%	19%
COC(=O)C1=C(N)Oc2cc(C)[nH]c(=O)c2C1c1ccccc1OC (stereo unspecified)	nt	-13%	7%
COc1ccc(CN=C(C#N)C2=C(O)c3ccccc3C2=O)cc1	1%	-22%	-23%
O=[N+]([O-])c1cc2c(cc1Br)CCN2	7%	12%	-20%
Cc1ccccc1NC(=S)NC(=O)Cc1ccc(Cl)cc1	9%	-3%	-6%
CCCCCCOc1ccc(/C(C)=N/NC2=NCCN2)cc1	nt	?	-16%
O=C(OCCN1C(=O)CCC1=O)c1ccc(S(=O)(=O)N2CCCCC2)cc1	6%	4%	-1%
COc1ccc([C@H]2CC(=O)C=C(c3cccc(Br)c3)C2)cc1OC	4%	nt	2%
c1ccc(N2CCOCCOCCOCCOCCOCC2)cc1	2%	1%	5%
O=S(=O)(c1ccccc1)[C@@]1(c2ccc(Br)cc2)C[C@@H]2ON=C(c3cccc(Br)c3)[C@@H]2C1	-3%	-15%	-6%
CC1CCCCN1S(=O)(=O)c1ccc(C(=O)Nc2nnc(C3=COCCO3)o2)cc1 (stereo unspecified)	4%	-6%	-12%
Cc1ccc(NC(=O)c2ccccc2OCc2c(C)noc2C)cc1S(=O)(=O)N(C)C	0%	nt	-7%
CCN(CC)c1ccc(N2C(=O)C3CCCCC3C2=O)cc1[N+](=O)[O-] (stereo unspecified)	7%	18%	-3%
CN(C)c1cnn(-c2ccccc2)c(=O)c1Cl	3%	21%	-8%
COc1ccc(Cl)cc1C(=O)NNC(=O)c1csc(N2CCOCC2)n1	nt	-1%	-8%
Cc1cc(C)c(S(=O)(=O)N(CC(=O)O)C2CCCCC2)c(C)c1	-3%	-3%	9%
Oc1ccc2c(ccc3[nH]cnc32)c1	0%	-3%	0%
COc1ccccc1N1Cc2ccc(OC)c(OC)c2C1=O	nt	5%	58%
COc1ccc(CNC(=O)C2CCCN2C(=O)NCc2ccccc2)cc1 (stereo unspecified)	nt	2%	27%
Cc1ccc(-n2c(SCC(=O)NCc3ccco3)nc3sc(C)c(C)c3c2=O)cc1	0%[56.1 µM]	4%	0%
Cc1ccc(NC(=O)c2nc(S(C)(=O)=O)ncc2N(Cc2ccco2)Cc2cccs2)c(C)c1	5%	nt	-20%
O=C(CCCCn1c(=O)c2ccccc2n(Cc2ccc(Cl)cc2)c1=O)NCc1ccccc1Cl	-4%	nt	-11%
COc1ccc(N(C(=O)c2ccc(S(=O)(=O)N3CCOCC3)cc2)C2C=CS(=O)(=O)C2)cc1 (stereo unspecified)	2%	-2%	-1%
Cc1cccn2c(=O)c(/C=C(\C#N)C(=O)NC3CCS(=O)(=O)C3)c(Oc3ccc(F)cc3)nc12 (stereo unspecified)	-6%	?	6%
Cc1cc(Cl)cc(Cl)c1OCCOc1cccc2cccnc12	0%	nt	-12%
COc1ccc(C2CC(=O)c3cnc(NC(=O)c4cc(OC)cc(OC)c4)nc3C2)cc1 (stereo unspecified)	0%	-20%	-14%
CC(C)CCN1CCN(Cc2cc(F)ccc2-n2cccn2)CC1CCO (stereo unspecified)	0%	-3%	1%
Cc1cc(-c2ccc(S(=O)(=O)N3CCN(c4ccccc4F)CC3)s2)on1	2%	-16%	-15%
Cc1nc2ccc3[nH]snc3c2n1	5%	1%	-2%
Cc1ccc(NC(=O)/C(=C/c2cccs2)NC(=O)c2ccco2)cc1	3%	28%	-5%
O=C(O)Cn1cc(CN2CCOCC2)c2ccccc21	nt	2%	1%
CC(CCc1ccccc1)NC(=O)CCC(=O)N1CCC(C(=O)O)CC1 (stereo unspecified)	nt	-16%	-7%
COc1ccc(-n2nnnc2CNC(=O)c2ccc3c(c2)OCO3)cc1	nt	3%	1%
CCOc1ccc2nc(SCc3cccc(C)c3)nc(C)c2c1	1%	4%	10%
COCCNC(=O)C1CCN(c2nc3ccccc3nc2C(F)(F)F)CC1	-3%	nt	-4%

Some of these compounds in order of their number in FEN1 inhibitor, low to high:
SMILES	TDP1 inh	N370S GC mod	FEN1 inhibitor
Cc1ccc(NC(=O)c2nc(S(C)(=O)=O)ncc2N(Cc2ccco2)Cc2cccs2)c(C)c1	5%	nt	-20%
Cc1cc(Cl)cc(Cl)c1OCCOc1cccc2cccnc12	0%	nt	-12%
COc1ccc(-n2nnnc2CNC(=O)c2ccc3c(c2)OCO3)cc1	nt	3%	1%
Cc1cc(C)c(S(=O)(=O)N(CC(=O)O)C2CCCCC2)c(C)c1	-3%	-3%	9%
COc1ccc(CNC(=O)C2CCCN2C(=O)NCc2ccccc2)cc1 (stereo unspecified)	nt	2%	27%

The results go on:
SMILES	TDP1 inh	N370S GC mod	FEN1 inhibitor
COc1ccc(-c2nnc(SCC(=O)Nc3cccc(F)c3)s2)cc1	1%	nt	18%
Cc1cccc(-c2nc(CS(=O)CC(=O)N3CCN(C)CC3)c(C)o2)c1 (stereo unspecified)	5%	-12%	25%
Clc1ccccc1CNc1nc2ccccc2c2nc(-c3ccccc3)nn12	1%	nt	11%
CCOC(=O)/C=C/C(=O)Nc1nccs1	-5%	7%	0%
NS(=O)(=O)c1ccc(NC(=S)NCc2ccccc2)cc1	-1%	2%	0%
Cn1c(N)c(S(=O)(=O)NCc2ccc(Cl)cc2)c(=O)n(C)c1=O	-2%	-1%	7%
Cc1cccc(NC(=O)NC(C)C(c2cccs2)N2CCOCC2)c1 (stereo unspecified)	3%	-3%	-17%
Cc1cccc(N2CCN(Cc3c(C)n(C)n(-c4ccccc4)c3=O)CC2)c1C	5%	-10%	11%
CCCCCCCCCCCCCCCC(=O)OC(CO)CO	5%	-12%	nt
O=C(CCc1nnc(-c2ccccc2)o1)NCc1cc(F)ccc1F	-8%	-2%	-5%
CCc1c(C)nc2cc(-c3cccc(Br)c3)[nH]n2c1=O	nt	-14%	-9%
CCCOC(=O)c1ccc(O)c(OC)c1	4%	-4%	1%
Cn1c(-c2ccccc2)cnc1NCc1ccc(-c2ccccc2)cc1	nt	-29%	-22%
CCC1SC2=NCCN2C1(O)c1ccc(Cl)cc1 (stereo unspecified)	4%	-5%	-3%
CCOc1ccc(-n2nc(CO)c(C(=O)NCCCc3ccccc3)n2)cc1	-2%	nt	-4%
c1ccc(CSc2nc3ncncc3[nH]2)cc1	1%	2%	9%
O=C(Cc1ccc(-n2c(=O)c3sccc3n(CC(=O)Nc3ccccc3)c2=O)cc1)NCc1ccco1	-4%	14%	-15%
O=C(Cc1cccs1)NCc1ccccc1	-4%	-4%	-10%
CC(=O)N1CCN(C(=O)c2cc(=O)c3ccccc3o2)CC1	14%	-2%	-4%
O=C(CN1CCCCCC1)Nc1cccc([N+](=O)[O-])c1	-2%	-17%	-11%
CCC(=O)c1ccc(OCC(O)CN2CCN(S(=O)(=O)N3CCCCC3)CC2)cc1 (stereo unspecified)	2%	3%	-2%
CCC(NC(=O)Cc1c(C)c2ccc(OC)c(C)c2oc1=O)C(=O)NC(Cc1ccc(Cl)cc1)C(=O)O (stereo unspecified)	nt	-3%	4%
c1ccc2c(N3CCOCC3)nc(-c3ccncc3)nc2c1	5%	2%	-5%
Cc1ccc(OCC(=O)O/N=C(\N)c2ccccn2)cc1C	nt	7%	-7%
Cc1ccc(C(=O)N/C(=C/c2cccs2)C(=O)NCC2CCCO2)cc1 (stereo unspecified)	3%	8%	-7%
CC1C2CC(C(CN(C)C)/C2=N/O)C1(C)C (stereo unspecified)	-3%	2%	-16%
COc1cc(-c2nnc(-c3ccc(S(=O)(=O)c4ccccc4)cc3)o2)cc(OC)c1OC	-6%	7%	-5%
Cn1c(Cc2cccs2)nnc1SCC(=O)N1CCCc2ccccc21	-3%	2%	-1%
CCCCc1n(CC(=O)c2ccc(Cl)cc2)c2ccccc2[n+]1C	0%	-18%	7%
CS(=O)(=O)c1ccc(-c2nnc(NC(=O)c3ccc4c(c3)OCCO4)o2)cc1	14%	nt	1%
O=C(NCC1CC1)C1(C(F)(F)F)C/C(=C\Cc2ccccc2)CCCO1 (stereo unspecified)	-2%	0%	-22%&-19%
CC(C)COc1cccc(C(=O)Nc2ccc(N3CCOCC3)cc2N2CCOCC2)c1	1%	-6%	-8%
CC(=O)c1ccc(N2C(=O)N(CC(=O)c3ccc(C)cc3)c3ccccc3S2(=O)=O)cc1	-2%	nt	-15%
Cn1c(CSc2nc3ccc(Br)cc3[nH]2)nc2ccccc21	5%	17%	-4%
COC(=O)CSc1nc(N)c(C#N)c(-c2ccc(O)cc2)c1C#N	3%	-4%	0%
Cc1ccsc1C(=O)N1CCN(S(=O)(=O)c2cccc(F)c2)CC1	nt	11%	-1%
O=S(=O)(c1ccc(N2CCCC2)cc1)C(F)(F)F	5%	20%	1%
N#Cc1nc(/C=C/c2ccc(F)cc2)oc1N1CCCCC1	0%	nt	1%
Cc1ccc2nc(C3CCCN(C(=O)NCc4ccccc4)C3)[nH]c2c1 (stereo unspecified)	8%	-12%	-13%
COCn1c(-c2cccc(Br)c2)nc2ccccc21	6%	-2%	-5%

3 entries picked at random from those above:
SMILES	TDP1 inh	N370S GC mod	FEN1 inhibitor
Cc1ccsc1C(=O)N1CCN(S(=O)(=O)c2cccc(F)c2)CC1	nt	11%	-1%
Cc1ccc2nc(C3CCCN(C(=O)NCc4ccccc4)C3)[nH]c2c1 (stereo unspecified)	8%	-12%	-13%
Cc1ccc(C(=O)N/C(=C/c2cccs2)C(=O)NCC2CCCO2)cc1 (stereo unspecified)	3%	8%	-7%

Going on with the list.
SMILES	TDP1 inh	N370S GC mod	FEN1 inhibitor
Cc1cc(Br)ccc1NC(=O)CN(C)C(=O)CSC(=S)N1CCCC1	0%	nt	-1%
CC(C)CC(=O)Nc1nnc(SCC(=O)Nc2ccc(F)cc2)s1	0%	3%	-9%
Cc1cccc(C(=O)NNS(=O)(=O)c2ccccc2)c1O	-6%	4%	4%
COc1ccccc1OCCCCn1ncc2ccc(OC)c(OC)c2c1=O	nt	-5%	-9%
O=C1Nc2ccccc2Oc2cc([N+](=O)[O-])ccc21	-3%	2%	-9%
CCOc1ccccc1CN1CCN(Cc2c[nH]c3ccccc23)CC1CCO (stereo unspecified)	nt	-7%	0%
Fc1ccc(N/N=C(/c2ccccc2)c2ccccn2)cc1	3%	-2%	-1%

High-throughput results deposited in PubChem by National Center for Advancing Translational Sciences (NCATS).
